B2AR arrestin = recruits beta-arrestin to the human beta2-adrenergic receptor. beta-arrestin recruitment to beta2AR, cell-based reporter. Potency, µM (series often up to 46.1 µM), for the others: at the top dose activation, hits mostly activators. 330,000 tested, 0.02% active;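 note: potency is the fitted concentration of half-maximal effect; 0% = DMSO controls and full agonism = EC100 isoproterenol or metaproterenol; nearly all actives have a fitted effect of over 65% in size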
Target sequence (P07550 whole entry, looked up): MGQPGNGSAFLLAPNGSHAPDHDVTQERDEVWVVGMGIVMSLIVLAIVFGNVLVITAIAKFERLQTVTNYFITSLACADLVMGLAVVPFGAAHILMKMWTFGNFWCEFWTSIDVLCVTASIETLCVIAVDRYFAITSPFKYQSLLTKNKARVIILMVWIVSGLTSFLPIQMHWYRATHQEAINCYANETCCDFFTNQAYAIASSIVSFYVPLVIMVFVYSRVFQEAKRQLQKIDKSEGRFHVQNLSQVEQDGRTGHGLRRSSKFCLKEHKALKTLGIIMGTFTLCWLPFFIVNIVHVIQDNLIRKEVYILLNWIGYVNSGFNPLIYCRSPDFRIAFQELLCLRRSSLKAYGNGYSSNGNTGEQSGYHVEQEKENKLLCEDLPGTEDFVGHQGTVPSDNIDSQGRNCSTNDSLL
ELG1 DNA repair = inhibitors of ELG1-dependent DNA repair in HEK293T cells | 330,000 tested, 2.3% active | HEK293T ELG1-luciferase reporter, luminescence, 16 h; DNA damage induced by 5-fluorouridine | Potency, µM (series often up to 46.1 µM), for the others: at the top dose activity change, negative = inhibition, most hits filed as inhibitors; note: potency is the fitted concentration of half-maximal effect; % is set by controls: 0 for no effect and ±100 for the full control effect; nearly all actives have a fitted effect of over 55% in size
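In this reporter screen, reduction of luminescence relative to DMSO vehicle indicated activity. Compounds and 5-fluorouridine were added together to 2,000 cells per well, incubated for 16 hr at 37 °C, then developed with ONE-Glo.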
AT treatment = potential ataxia-telangiectasia treatments restoring KAP-1 phosphorylation. 320,000 tested, 0.19% active. AID 485349. Potency, µM (series often up to 57.5 µM), for the others: at the highest dose activation, usual class: activators. […] A-T fibroblasts, KAP-1 phosphorylation AlphaLISA; neocarzinostatin DNA damage 30 min before lysis; note: potency is the fitted concentration of half-maximal effect; % of control where 0% means no effect; nearly all actives have a fitted effect of over 45% in size
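ATM-like activity read as KAP-1 phosphorylation via AlphaLISA donor/acceptor antibody pairs after lysis and 6 hr at 25C. Cells were ATM-null patient fibroblasts ([…], hTERT), dosed 60 min, then exposed to the DSB inducer NCS for 30 min.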
MLL CXXC-DNA inh = MLL CXXC-DNA interaction inhibition; Q03164; MLL-CXXC / FITC-HOXA9 DNA fluorescence polarization; Potency, µM (series often up to 115 µM), for inactives: top-dose activity change, negative = inhibition, hits mostly inhibitors; 290,000 tested, 0.037% active; active = well fitted inhibition curve with a large enough effect in the polarisation, with a control signal flat, not every such curve was filed as active; inconclusive = small, poorly fitted or top-dose-only effect, or effect the other way, or a change in a side signal; inactive = no such curve, though single readings can be large or run the other way; the % refers to the polarisation; note: potency is the fitted concentration of half-maximal effect
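Fluorescence polarization: 7 uM MLL-CXXC (stock) preincubated 5 min with compounds, then 50 nM fluorescein-HOX-A9 DNA (stock) added; 30 min ambient. Buffer 50 mM Tris-HCl pH 7.5, 50 mM NaCl, 1 mM DTT, 0.05% BSA.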
TSG101-PTAP inh = blocks PTAP/TSG101 interaction to inhibit HIV-1 budding; Q99816; Fluorescence polarization, FITC-PTAP peptide / Tsg101 binding; Potency, µM (top dose mostly 115 µM), without a hit: at the top dose activity change, negative = inhibition, actives largely listed as inhibitors; 340,000 tested, under 10 active; AID 493005; active = well fitted inhibition curve with a large enough effect in the main read-out, with a control signal flat, not every such curve was filed as active; inconclusive = small, poorly fitted or top-dose-only effect, or effect the other way, or a change in a side signal; inactive = no such curve, though single readings can be large or run the other way; note: potency is the fitted concentration of half-maximal effect; % of control where 0% means no effect
Target sequence (Q99816 whole entry, looked up): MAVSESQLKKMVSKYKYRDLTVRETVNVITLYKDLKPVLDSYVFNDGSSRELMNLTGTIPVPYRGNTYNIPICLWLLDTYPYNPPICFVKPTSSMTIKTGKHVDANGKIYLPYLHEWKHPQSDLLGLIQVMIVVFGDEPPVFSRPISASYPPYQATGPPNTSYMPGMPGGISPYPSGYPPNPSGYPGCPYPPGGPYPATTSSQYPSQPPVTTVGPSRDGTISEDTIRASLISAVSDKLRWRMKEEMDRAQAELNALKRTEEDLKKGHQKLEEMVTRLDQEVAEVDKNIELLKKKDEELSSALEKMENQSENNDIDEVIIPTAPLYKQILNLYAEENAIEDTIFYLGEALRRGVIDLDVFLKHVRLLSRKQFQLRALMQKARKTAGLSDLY
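Steps: Tsg101 binding domain dispensed (10 uM final), compounds pinned in DMSO, FITC-labeled PTAP-motif peptide added (50 nM final); after 20 min binding at room temperature, polarization measured.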
p53 reactivator = mutant p53 re-activation in reporter cells | H1299 p53-A138V BP100-luciferase reporter, luminescence, 24 h | Potency, µM (top dose mostly 92.2 µM), inactives show top-dose activity change, positive = activation, usual class: activators | 320,000 tested, 0.063% active | AID 504706; note: potency is the fitted concentration of half-maximal effect; % of control where 0% means no effect; nearly all actives have a fitted effect of over 45% in size
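p53-null H1299 cells stably carrying temperature-sensitive p53-A138V and a BP100-luciferase reporter were pinned with compounds (4-point, 1:5 series) and held 24 hrs at 37 deg C. Luminescence was read 10 min after detection reagent.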
TRPV1 agonist = human TRPV1 agonism | Q8NER1 | TRPV1-expressing cells, Fluo-8 calcium influx, agonist mode | 320,000 tested, 0.19% active | activation, % at 8.33 µM; in the data active = activation above about 80%; inconclusive = between about 30% and that limit; note: 0% is about no effect
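Fluo-8 calcium influx in TRPV1-expressing cells, kinetic read (ex 480/em 520 nm). Compound added and read 3 min for agonist activity, followed by capsaicin at EC20 final and 2 min further read for enhancement.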
BRCA1 expr up = increases BRCA1 expression | Potency, µM (series often up to 46.1 µM), for the others: at the top dose activation, actives largely listed as activators | MCF7-BRCA1-FFLuc reporter, luminescence, 48 h; response scale: scaled: vehicle 0%, 10 µM genistein 100% | 380,000 tested, 1.1% active; note: potency is the fitted concentration of half-maximal effect; nearly all actives have a fitted effect of over 80% in size; some results filed as inactive show a strong effect at the top dose
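MCF7 cells carrying a BRCA1-firefly luciferase reporter (2000 cells/well, phenol-red free MEM) were attached for 2 h at 37 °C, then given compounds for 48 h. Luminescence was read 15 min after luciferase reagent; activity normalized to genistein (10 microM) and DMSO.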
TCR activator = T cell receptor activation. Potency, µM (titrated, usually from 9.22 µM), without a hit: top-dose activation of IL-2 secretion, actives largely listed as activators. 330,000 tested, under 10 active. AID 504894. primary human leukocytes, anti-CD3, IL-2 HTRF, 48 h; note: % of control where 0% means no effect
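Human primary leukocytes + a-CD3 beads + cpd, 48 hr; IL-2 in supernatant by HTRF (ex 320nm / em 665nm). No co-stimulatory signal supplied.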
Integrin act MD = activators of alpha7 integrin expression for muscular dystrophy. Potency, µM (series often up to 38.3 µM), for the others: top-dose activation, most hits filed as activators. 350,000 tested, 0.064% active. alpha7betagal myoblasts, beta-gal FDG fluorescence, 48 h;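 note: potency is the fitted concentration of half-maximal effect; 100% = response of the positive control SU9516; nearly all actives have a fitted effect of over 60% in size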
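alpha7betagal+/- myoblasts (passage 13, 250/well) treated 48 h at 37C with compounds at 1:260 dilution of DMSO stock. Lysed, then beta-galactosidase activity read as FDG fluorescence (ex 480/em 540) after 30 min, with pre-read for autofluorescence.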
Active calls of the source: *; ? = inconclusive; · = not tested or not shown; [ ] = another dose, or the depositor's remark. Unless noted, calls come from the whole dose curve; as a rule, active = well fitted curve in the direction sought with a large enough effect; inconclusive = small, poorly fitted or top-dose-only effect, or another doubt; inactive = no such curve, though single readings can be large; an effect the other way counts as inactive or inconclusive.

1: CC1(C)Oc2ccc3ccc(=O)oc3c2/C(=C/NC2CCCCC2)C1=O
2: CCCCCCC(CC(=O)NCc1cccnc1)CC(=O)NCc1cccnc1
3: CCOC(=O)N1CCN(C(=O)c2nn(-c3ccc(C)cc3)c(=O)c3c2c2ccccc2n3C)CC1
4: COc1ccc(C(=O)Nc2nnc(S(=O)(=O)Cc3ccc(F)cc3)s2)cc1
5: CC(CNC(=O)c1ccc(N)cc1)NC(=O)c1ccc(N)cc1 (configuration not stated)
6: O=C(CCCCn1c(=O)c2ccccc2n(CC(=O)Nc2cccc(F)c2)c1=O)NCc1ccco1
7: COc1ccc(-c2cc(C(=O)OCC(=O)Nc3ccc4c(c3)OCO4)c3ccccc3n2)cc1
8: COc1ccc(CCNC(=O)C(=O)NCC2OCCN2S(=O)(=O)c2ccc(Br)cc2)cc1 (configuration not stated)
screen / no.	1	2	3	4	5	6	7	8
B2AR arrestin	0.0%	-0.7%	-0.2%	0.3%	-0.4%	0.0%	-0.4%	-0.7%
ELG1 DNA repair	?	-13%	-14%	6%	7%	?	?	?
AT treatment	·	1%	0%	5%	-5%	5%	0%	-2%
MLL CXXC-DNA inh	-7%	1%	13%	0%	5%	-2%	-4%	-1%
TSG101-PTAP inh	-8%	-1%	-1%	-10%	0%	-1%	0%	-3%
p53 reactivator	-1%	·	-1%	-2%	1%	-4%	-9%	-4%
TRPV1 agonist	?	4	20	0	0	2	0	-1
BRCA1 expr up	-44%	1%	-32%	8%	-22%	-17%	39%	-1%
TCR activator	15%[46.1 µM]	-2%	4%	1%	-12%	4%	8%[46.1 µM]	2%[46.1 µM]
Integrin act MD	16%	-16%	-11%	2%	?	-10%	-16%	5%

9: CCOc1ccc(C(=O)N(Cc2ccc(N(C)C)cc2)C2CCS(=O)(=O)C2)cc1 (configuration not stated)
10: COc1ccc(CN2C3CCCC2CC(NC(=O)c2cccc(F)c2)C3)cc1 (configuration not stated)
11: N#Cc1ccccc1Cn1c(=O)n(C2CCCC2)c(=O)c2ccccc21
12: CCNC(=O)CSc1nnc(-c2cc(-c3ccc(Cl)cc3)nc3ccccc23)o1
13: COCCCn1c(=O)c2sccc2n(Cc2ccc(C)cc2)c1=O
14: COc1ccc(C(=O)NC(C)CCn2cccn2)cc1OC1CCN(C(C)C)CC1 (configuration not stated)
15: Cc1ccc(-n2c(N)c(-c3nc4ccccc4n3C)sc2=S)cc1
16: CC(=O)c1cccc(OCC(=O)N2CCN(c3ccc(C(F)(F)F)cn3)CC2)c1
screen / no.	9	10	11	12	13	14	15	16
B2AR arrestin	0.1%	-0.8%	-0.5%	0.0%	0.5%	0.2%	-0.3%	0.1%
ELG1 DNA repair	4%	8%	-15%	-30%	?	4%	?	?
AT treatment	0%	4%	1%	1%	-2%	6%	-19%	1%
MLL CXXC-DNA inh	0%	2%	6%	-1%	-1%	1%	2%	-3%
TSG101-PTAP inh	-3%	1%	-3%	-6%	-7%	·	-2%	-3%
p53 reactivator	-3%	-5%	1%	19%	-8%	11%	?	1%
TRPV1 agonist	-2	1	18	11	4	-2	1	14
BRCA1 expr up	-11%	-3%	-1%	-19%	5%	-3%	-10%	3%
TCR activator	2%	-2%	8%	0%[46.1 µM]	1%	-3%	1%	5%
Integrin act MD	14%	24%	-13%	-8%	-24%	-8%	-17%	-31%

17: N#Cc1c(Cl)cccc1-n1ccnc1
18: NS(=O)(=O)c1ccc(CNC(=O)c2cc(-c3cccnc3)nc3ccc(Cl)cc23)cc1
19: Cc1ccc(-c2ccnc3c(Cl)c(C)nn23)cc1
20: CCOC(=O)c1c(SC)nc(SC)c2c1CCC2
21: Cc1cc(C2=NNC(=NC3CC3)SC2)c(C)n1-c1ccccc1
22: C/C(=N\NC(=O)c1cccs1)c1ccc2c(c1)OCO2
23: COc1ccc(CNC(=O)CCS(=O)(=O)c2ccc3c(c2)oc(=O)n3C)cc1
24: Cc1cc(=O)[nH]c2sc(C(=O)N3c4ccccc4CC3C)c(N)c12 (configuration not stated)
screen / no.	17	18	19	20	21	22	23	24
B2AR arrestin	0.2%	-0.6%	0.3%	-0.1%	-0.3%	-0.9%	0.3%	0.0%
ELG1 DNA repair	6%	-2%	4%	-1%	4.6µM*	?	16%	?
AT treatment	8%	12%	-7%	-3%	-7%	0%	1%	2%
MLL CXXC-DNA inh	-7%	-2%	43%[activator]	7%	11%	12%	6%	·
TSG101-PTAP inh	-7%	-1%	-5%	0%	-3%	-2%	-4%	-3%
p53 reactivator	5%	-5%	5%	2%	-26%	15%	2%	2%
TRPV1 agonist	-1	3	4	2	-1	4	0	·
BRCA1 expr up	3%	-24%	-21%	-1%	-83%	8.9µM*	14%	-30%
TCR activator	-2%	-1%	1%	0%	3%[46.1 µM]	-15%	12%	3%
Integrin act MD	14%	-5%	7%	8%	-16%	5%	-15%	-18%

25: Cc1ccccc1NC1=C/C(=N\S(=O)(=O)c2cccs2)c2ccccc2C1=O
26: S=C(Nc1ccccc1Oc1ccccc1)Nc1cccc(Cl)c1Cl
27: CC(=O)OC(C(=O)NCc1ccc2c(c1)OCO2)c1ccccc1Cl (configuration not stated)
28: CC(=O)n1cc([C@H]2C=C(C(=O)O)O[C@@H](OCCCCO)C2)c2ccccc21
29: COC(=O)c1sccc1NC(=O)c1c(C)noc1C
30: O=C(CSc1nnc(-c2ccc(OC(F)F)cc2)o1)N1CCOCC1
31: CC(O)CNCCOc1ccccc1OCc1ccccc1 (configuration not stated)
32: Cc1ccc(S(=O)(=O)NCC(c2ccco2)S(=O)(=O)c2ccccc2)cc1 (configuration not stated)
screen / no.	25	26	27	28	29	30	31	32
B2AR arrestin	-0.1%	2.7%	-0.2%	-0.2%	-0.1%	-0.6%	-0.5%	-0.2%
ELG1 DNA repair	3.7µM*	9%	?	1%	?	?	-7%	-22%
AT treatment	-1%	5%	36%	16%	19%	-2%	-3%	18%
MLL CXXC-DNA inh	-5%	15%	2%	-30%	-3%	0%	4%	·
TSG101-PTAP inh	-4%	-5%	0%	-5%	-3%	-10%	1%	-4%
p53 reactivator	-26%	1%	3%	-1%	-1%	?	-5%	9%
TRPV1 agonist	4	28	·	1	0	?	-2	1
BRCA1 expr up	-123%[inhibitor]	-56%	-2%	-9%	-27%	13µM*	8%	-3%
TCR activator	5%	3%[46.1 µM]	-18%	-9%	-2%	-1%	6%	0%
Integrin act MD	-44%[inhibitor]	3%	-8%	7%	-9%[7.66 µM]	-3%	-39%	-13%

33: O=C(NCC1CCCO1)C(c1ccncc1)N(Cc1cccs1)C(=O)Cn1nnc(-c2ccc(F)cc2)n1 (configuration not stated)
34: COc1ccc(NC(=O)CN(C)C(=O)CN2C(=O)c3ccc([N+](=O)[O-])cc3C2=O)cc1
35: COc1ccccc1C(=O)Nc1nc2ccccc2s1
36: Cc1cc(C(=O)NNC(=O)Cc2ccc(Cl)cc2)c(C)o1
37: O=C(NC1CCCCC1)c1cccc(OCc2ccccc2)c1
38: CC1=NC(C)(C)CC2CCC(O)C12 (configuration not stated)
39: CC1=NN(C(=O)Cc2ccc(C)cc2)C(O)(c2cccnc2)C1 (configuration not stated)
screen / no.	33	34	35	36	37	38	39
B2AR arrestin	0.0%	0.3%	-0.8%	-0.4%	-0.7%	·	0.0%
ELG1 DNA repair	?	1%	·	8%	-2%	·	0%
AT treatment	-2%	0%	34%	0%	1%	·	-4%
MLL CXXC-DNA inh	0%	-10%	-1%	·	0%	·	0%
TSG101-PTAP inh	-3%	·	1%	1%	-10%	-7%	-4%
p53 reactivator	-2%	18%	-13%	0%	1%	·	-2%
TRPV1 agonist	0	1	-8	0	?	·	-3
BRCA1 expr up	0%	-2%	-94%	-3%	-3%	-8%	-5%
TCR activator	-4%	2%	4%	4%	-5%	-5%	·
Integrin act MD	-22%	18%	35%	13%	3%	0%	-2%
